Bioassay records: PubChem, Sanford-Burnham Center for Chemical Genomics
SENP8 block-1: inhibitors of human SENP8 protease; AID 602440; 360,000 compounds, 0.64% hits; inhibition, % at 20 µM; recombinant SENP8, Nedd8 substrate fluorescence; in the data active = inhibition mostly above about 40%, no sharp cut-off; inactive = mostly below about 27%
Target sequence (Q96LD8 whole entry, looked up): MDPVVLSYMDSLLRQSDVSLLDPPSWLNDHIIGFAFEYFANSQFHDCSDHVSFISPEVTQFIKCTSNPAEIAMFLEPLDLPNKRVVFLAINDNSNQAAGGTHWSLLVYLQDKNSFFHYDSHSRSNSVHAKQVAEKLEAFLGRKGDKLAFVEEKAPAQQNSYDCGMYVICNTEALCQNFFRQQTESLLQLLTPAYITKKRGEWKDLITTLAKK
SENP1 FRET inh: SENP1 (human) catalytic domain inhibition; Q9P0U3; recombinant SENP1 catalytic domain, CyPet-SUMO1-YPet FRET cleavage; inhibition, % at 10 µM; 360,000 compounds, 0.21% hits; AID 624204;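 active = inhibition at least 30% at 10 µM, raw YFP signal under a set limit, fluorescence ratio 0.5 to 1.5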;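 note: 0% = enzyme with DMSO and 100% = no enzyme wells; some results filed as inactive read as strong as hits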
Target sequence (Q9P0U3 419-644 limits assumed): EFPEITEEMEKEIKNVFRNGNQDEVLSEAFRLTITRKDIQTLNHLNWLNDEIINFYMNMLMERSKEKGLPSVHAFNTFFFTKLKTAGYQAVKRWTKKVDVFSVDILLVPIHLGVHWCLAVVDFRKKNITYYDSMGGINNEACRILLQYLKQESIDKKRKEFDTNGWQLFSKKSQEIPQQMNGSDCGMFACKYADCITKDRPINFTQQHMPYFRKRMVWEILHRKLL
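Test system: hSENP1 catalytic domain, recombinant; Amount: 20 pM final SENP1 enzyme; Medium: Tris pH 8 buffer plus EDTA, NaCl, BME, BSA, NP40, catalase; Schedule: 50 min enzyme reaction, room temperature, light-protected; Technique: FRET fluorescence in CFP and YFP emission channels; Controls: no-enzyme wells low, DMSO-plus-enzyme wells high control.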
HKDC1 inh: HKDC1 (human) hexokinase inhibition; recombinant HKDC1, G6PDH/diaphorase resazurin coupled fluorescence; inhibition, % at 20 µM; 340,000 compounds, 0.16% hits;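 active = inhibition above about 35% when tested at 20 µM, limit read from the data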;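 note: plate controls were DMSO wells with enzyme for no effect and DMSO wells lacking enzyme for full effect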
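Test system: recombinant HKDC1 (HK5) hexokinase enzyme, produced in-house; Amount: enzyme 5 µg/mL final; Buffer or medium: Tris pH 8.0 buffer with MgCl2, Tween-20, BSA, BME; Reagent: glucose and ATP substrates; Doses: 20 µM test compound, 1% DMSO; Incubation: 90 min reaction incubation at room temperature, dark; Detection: resorufin fluorescence at 613 nm.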
SENP7 block: SENP7 protease inhibition. Q9BQF6. recombinant SENP7, Z-RLRGG-aminoluciferin luminescence, 40 min. inhibition, % at 5 µM. 330,000 compounds, 1.5% hits. AID 434973;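 active = inhibition above about 50% at the single test dose, limit read from the data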;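 note: plate controls were DMSO with enzyme for no effect and no enzyme buffer wells for full effect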
SENP8 block-2: inhibitors of human SENP8 protease; purified SENP8, Z-RLRGG-aminoluciferin cleavage, luminescence; inhibition, % at 10 µM; 330,000 compounds, 1.2% hits; AID 2540; in the data active = inhibition above about 50%
Apaf1 inhib: inhibitors of human Apaf-1 apoptosome; O14727; reconstituted apoptosome caspase-3 activity, DEVD-Rh110 fluorescence; inhibition, % at 20 µM; 330,000 compounds, 0.71% hits; active = inhibition of at least 40% at 20 µM;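 note: plate controls were DMSO wells for no effect and DEVD-CHO caspase inhibitor wells for full effect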
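Assay system: Apoptosome proteins | Medium: pH 7.5 Hepes buffer with CHAPS, BSA, DTT | Also added: Cytochrome c and DEVD-Rh110 substrate | Times: 30 min plus 50 min, RT | Detection: Rhodamine 110 fluorescence at Ex 480/Em 540 nm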
SENP6 inh: blocks the human protease SENP6; Q9GZR1; Recombinant SENP6 catalytic domain, aminoluciferin luminescence; inhibition, % at 10 µM; 330,000 compounds, 1.8% hits;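 active = inhibition above about 50% at the single tested dose, limit read from the data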;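 note: plate controls were DMSO wells with enzyme for no effect and DMSO wells lacking enzyme for full effect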
Target sequence (Q9GZR1 628-1112 limits assumed): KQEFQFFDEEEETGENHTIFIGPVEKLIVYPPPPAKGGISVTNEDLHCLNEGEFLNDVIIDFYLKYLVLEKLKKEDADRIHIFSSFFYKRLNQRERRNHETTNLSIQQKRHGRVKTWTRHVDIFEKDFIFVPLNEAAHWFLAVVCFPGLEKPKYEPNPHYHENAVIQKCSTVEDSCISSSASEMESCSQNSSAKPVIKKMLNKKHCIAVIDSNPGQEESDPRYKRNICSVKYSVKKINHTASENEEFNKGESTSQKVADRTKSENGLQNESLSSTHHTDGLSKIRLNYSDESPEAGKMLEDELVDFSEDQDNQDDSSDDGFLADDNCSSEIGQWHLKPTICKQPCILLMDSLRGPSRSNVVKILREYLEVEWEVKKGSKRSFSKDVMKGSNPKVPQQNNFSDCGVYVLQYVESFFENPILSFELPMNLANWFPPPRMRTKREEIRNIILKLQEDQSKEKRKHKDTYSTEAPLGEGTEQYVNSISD
PfG6PD inh: PfG6PD (Plasmodium falciparum) enzyme inhibition; PfGluPho enzyme, NADPH resazurin-diaphorase fluorescence; inhibition, % at 20 µM; 350,000 compounds, 0.78% hits; AID 504690;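 active = inhibition reaching at least a set limit at 20 µM in the primary screen, cut at about 59% in these data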;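 note: 0% = DMSO wells with substrate and 100% = DMSO wells lacking glucose-6-phosphate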
The depositor's hits bear a star; / = not tested or not shown.

SMILES	SENP8 block-1	SENP1 FRET inh	HKDC1 inh	SENP7 block	SENP8 block-2	Apaf1 inhib	SENP6 inh	PfG6PD inh
Cn1c2c(c(=O)n(C)c1=O)C(NC(=O)c1ccco1)(C(F)(F)F)C(=O)N2 (configuration not stated)	14	2	-4	-6	-14	7	-21	2
CCN1C(=O)CC(SC2CC(=O)N(CC)C2=O)C1=O (configuration not stated)	8	3	-6	/	/	/	/	-12
COC(=O)C(C)(C(=O)OC)c1ccc([N+](=O)[O-])cn1	23	0	0	-5	-1	-4	-6	-14
O=C(CSc1ccc(Cl)cc1)NC1CCCc2ccccc21 (configuration not stated)	-2	1	11	2	2	11	-2	-16
CC(=O)Nc1ccc(-c2csc(NC(=O)C3CCN(S(=O)(=O)c4cccs4)CC3)n2)cc1	-9	-1	2	/	/	/	/	11
O=C(OCc1ccc(F)cc1)c1ccc2ccccc2n1	10	1	-6	5	6	4	18	-6
CC(=O)Nc1ccc(C2=NN(c3ccccc3)C(c3ccccc3)C2)cc1 (configuration not stated)	-270	-25	-2	-6	-20	4	-22	-4
Cc1ccc(S(=O)(=O)N(C)C)cc1NC(=O)COc1cccc(-n2cnnn2)c1	7	-1	-3	-6	1	-10	9	-10
O=C(NCc1nnc(SCC(=O)N2CCCCCC2)o1)c1ccccc1F	16	1	-3	-4	-5	-251	-6	9
O=C(Nc1ccc(S(=O)(=O)Nc2ncccn2)cc1)C(F)(F)F	8	4	-2	-7	-7	5	8	-15
Cc1nnc(SCC(=O)O)o1	7	1	4	5	-1	-7	-15	13
N#C/C(C(N)=O)=C1/CCc2ccccc2N1	-8	-2	-8	3	-3	-18	-7	-17
CC1=C(C(=O)OCc2ccccc2)C(c2ccccc2-c2ccccc2)NC(=O)N1CCCCCC(=O)O (configuration not stated)	-9	-22	-1	-6	-1	1	0	-16
COc1ccc(CCNC(=O)CC2SC(=NCCC(C)C)NC2=O)cc1OC (configuration not stated)	4	2	-5	-1	10	-9	6	-7
O=c1c2ccccc2c2ccccc2c(=O)n1CC1CCCO1 (configuration not stated)	20	-1	-3	1	6	0	1	10
Cc1ccc(C(C)C)c(OCC(=O)OCC(=O)NC2CC2)c1	9	-1	-5	0	5	4	2	1
CC(C)CCNC(=O)CCCCn1c(=O)[nH]c2ccsc2c1=O	10	2	-2	3	6	-3	-17	-17
CC(=O)NCc1ccc(C(=O)COC(=O)COc2ccccc2)s1	15	4	5	1	0	-8	5	-5
Cc1cccn2c(=O)nc(SCC(=O)Nc3ccc4c(c3)OCO4)nc12	27	2	-4	8	-19	4	-22	-1
O=C(Nc1ccccc1C(=O)N/N=C/c1ccc(O)cc1)c1ccccc1	-128	1	-4	61*	23	-4	65*	8
CN(C)c1c([N+](=O)[O-])ncn1C	19	3	1	6	11	-19	-1	-18
O=C(C1CCN(S(=O)(=O)c2ccc(Br)s2)CC1)N1CCN(c2ccccc2)CC1	10	0	0	8	2	37	-7	6
COc1cc(/C=C2/C(=N)N3C=CSC3=NC2=O)ccc1OCCCOc1c(C)cccc1C	8	-22	-3	-6	-8	22	-16	-7
O=C(NCCN1CCNCC1)c1ccccn1	-6	2	-6	3	3	12	-10	-2
Cc1cccc(NS(=O)(=O)c2cccc(C(=O)NCC(c3ccco3)N(C)C)c2)c1 (configuration not stated)	-48	-6	-5	-7	-8	21	-3	20
CCc1nnc(NC(=O)C2CCCN2C(=O)Nc2ccccc2OC)s1 (configuration not stated)	14	1	-3	-7	-12	3	19	9
CC1=CC2=NC(=O)/C(=C\c3cc(C)n(-c4cccc(Cl)c4)c3C)C(=N)N2O1	-88	-29	-10	-3	-10	16	-1	4
NC(=O)c1ccc(NC(=O)COC(=O)CCN2C(=O)c3ccccc3C2=O)cc1	5	-2	-5	2	-2	-1	-4	-6
Cc1n[nH]c(C)c1S(=O)(=O)N1CCN(c2ccccn2)CC1	-9	2	-1	-6	4	-6	-3	-12
CN(C)c1ccc(CN(CC2CCCO2)C(=O)c2cccs2)cc1 (configuration not stated)	6	1	3	-3	4	3	4	4
O=C(NC1CCCC1)c1ccc(Cl)s1	0	2	-1	7	-4	5	-6	6
CSCCC(NC(=O)COc1ccccc1)C(=O)O (configuration not stated)	11	0	-4	-11	-3	8	-10	5
CN(Cc1ccccc1)C(=S)Nc1cccnc1	2	0	-2	6	2	-5	8	20
COc1c2c(c(C)c3c1C(=O)OC3)O[C@@]1(C)CC[C@@]3(O)C(C)(C)OC(=O)CC[C@]3(C)[C@H]1C2	32	2	4	-3	2	6	-6	5
COc1cc2[nH]c3c(N4CCC(C(N)=O)CC4)ncnc3c2cc1OC	/	/	/	-5	-7	6	-10	/
NC(=O)NC(=O)COC(=O)CCCc1c[nH]c2ccccc12	13	0	1	7	4	-22	-13	-3
Cc1cc(Cl)ccc1NC(=O)CN1C(=O)NC2(CCCc3ccccc32)C1=O (configuration not stated)	9	1	-4	-4	5	5	1	4
NCCc1nnc(SCC(=O)c2ccc(Cl)cc2)o1	17	0	4	-2	-2	1	-27	17
CC(=O)c1ccc(OCCNS(=O)(=O)c2ccc(-n3cnnn3)c(C)c2)cc1	2	2	-5	-10	-15	11	-4	-2
CCOC(=O)c1nnn(-c2nn3nnnc3c3ccccc23)c1C	11	0	-1	3	5	10	14	-15

Some of the entries so far, with two lines to a compound:
Each structure is followed by: SENP8 block-1, SENP1 FRET inh, HKDC1 inh, SENP7 block, SENP8 block-2, Apaf1 inhib, SENP6 inh, PfG6PD inh
COc1cc2[nH]c3c(N4CCC(C(N)=O)CC4)ncnc3c2cc1OC
  /, /, /, -5, -7, 6, -10, /
NC(=O)NC(=O)COC(=O)CCCc1c[nH]c2ccccc12
  13, 0, 1, 7, 4, -22, -13, -3
Cc1cc(Cl)ccc1NC(=O)CN1C(=O)NC2(CCCc3ccccc32)C1=O (configuration not stated)
  9, 1, -4, -4, 5, 5, 1, 4
NCCc1nnc(SCC(=O)c2ccc(Cl)cc2)o1
  17, 0, 4, -2, -2, 1, -27, 17
CC(=O)c1ccc(OCCNS(=O)(=O)c2ccc(-n3cnnn3)c(C)c2)cc1
  2, 2, -5, -10, -15, 11, -4, -2

New compounds follow
SMILES	SENP8 block-1	SENP1 FRET inh	HKDC1 inh	SENP7 block	SENP8 block-2	Apaf1 inhib	SENP6 inh	PfG6PD inh
CC1CC(C)CN(c2ncnc3c2cnn3-c2ccc(Cl)cc2)C1 (configuration not stated)	8	-13	1	1	-2	11	0	27
COc1ccc2c(c1)C=C(CN1CCN(C3CCCC3)C(CCO)C1)CO2 (configuration not stated)	-6	2	-1	-2	-7	2	-8	2
O=C(CC(NC(=O)c1ccccc1)c1ccccc1)Nc1cccc2ccccc12 (configuration not stated)	0	0	9	5	0	-7	10	6
O=[N+]([O-])c1ccc(Oc2ccc(F)cc2)c2ccncc12	31	3	4	-2	-3	1	3	38
O=C1C2C3C=CC(C3=C(c3ccccc3)c3ccccc3)C2C(=O)N1Cc1ccccc1 (configuration not stated)	15	-3	-1	-1	-2	16	-12	6
CC1CCCCN1CCNC(=O)c1ccc2c(=O)n(Cc3ccc(Cl)cc3)c(=S)[nH]c2c1 (configuration not stated)	-6	-26	10	1	-9	37	0	7
CC(C)(C)n1nc2c(c1NC(=O)c1ccccc1C(F)(F)F)CS(=O)(=O)C2	-1	1	-7	0	5	2	-4	15
Cc1ccc(Cl)cc1N1CCN(C(=O)COc2ccc3c(c2)CCC3)CC1	10	-2	1	1	0	10	-17	20
O=C(O)C1CC=CCC1C(=O)NNS(=O)(=O)c1ccccc1 (configuration not stated)	3	1	-6	-5	-14	11	2	-26
COc1ccc(CN2CC(C(N)=O)Oc3ccccc32)cc1F (configuration not stated)	5	0	7	2	3	7	-12	-19

An excerpt from above in order of the SENP1 FRET inh value, lowest first:
Compound | SENP1 FRET inh
CC1CC(C)CN(c2ncnc3c2cnn3-c2ccc(Cl)cc2)C1 (configuration not stated) | -13
CC(C)(C)n1nc2c(c1NC(=O)c1ccccc1C(F)(F)F)CS(=O)(=O)C2 | 1
O=[N+]([O-])c1ccc(Oc2ccc(F)cc2)c2ccncc12 | 3

Other records
SMILES	SENP8 block-1	SENP1 FRET inh	HKDC1 inh	SENP7 block	SENP8 block-2	Apaf1 inhib	SENP6 inh	PfG6PD inh
O=C(CCc1ccc(S(=O)(=O)N2CCOCC2)cc1)N1CCc2ccccc2C1	0	1	-2	3	-2	-2	-6	-4
CCC(C(=O)NC1CCCC1)N(C(=O)Cn1nnc(-c2ccc(C)o2)n1)c1cccc(OC)c1 (configuration not stated)	12	0	-3	-7	-13	13	-21	-11
O=C1CC(c2ccco2)=Nc2ccccc2N1	9	0	-4	-1	1	-7	-1	-5
COc1ccc(-n2c(N)c(-c3nc4ccccc4n3C)sc2=S)cc1	8	-17	-9	0	2	8	4	-19
O=C(Nc1nc2ccc(S(=O)(=O)N3CCCC3)cc2s1)c1cccs1	-301	2	2	1	-7	1	26	-44
Cc1c(C(=O)Nc2ccc(-c3nnc4n3CCCCC4)cc2)oc2c1ccc1ccccc12	-153	-1	1	5	2	8	-13	21
Cc1cccc(-c2noc(CCC(=O)Nc3ccc(C(N)=O)cc3)n2)c1	11	1	-6	2	-7	-22	-1	1
COc1nc(N)c(C#N)c(-c2ccc(N(C)CCC#N)cc2)c1C#N	-428	-130	4	-2	2	-17	7	5
